# Screening data (PubChem)
# OX1R antagonist: blocks the human orexin 1 receptor. CHO/OX1R cells, Fluo-8 calcium fluorescence, orexin A. AID 434989. O43613. inhibition, % at 5 µM. hit rate 0.43% among 330,000;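 active = inhibition above its plate's threshold, mean inhibition of all tested compounds on the plate plus 3 SD, cut at about 37% in these data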;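 also: 0% = orexin A challenge wells and 100% = SB-334867-A antagonist wells; not every result past the cut was called active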
# Target sequence (O43613 whole entry, looked up): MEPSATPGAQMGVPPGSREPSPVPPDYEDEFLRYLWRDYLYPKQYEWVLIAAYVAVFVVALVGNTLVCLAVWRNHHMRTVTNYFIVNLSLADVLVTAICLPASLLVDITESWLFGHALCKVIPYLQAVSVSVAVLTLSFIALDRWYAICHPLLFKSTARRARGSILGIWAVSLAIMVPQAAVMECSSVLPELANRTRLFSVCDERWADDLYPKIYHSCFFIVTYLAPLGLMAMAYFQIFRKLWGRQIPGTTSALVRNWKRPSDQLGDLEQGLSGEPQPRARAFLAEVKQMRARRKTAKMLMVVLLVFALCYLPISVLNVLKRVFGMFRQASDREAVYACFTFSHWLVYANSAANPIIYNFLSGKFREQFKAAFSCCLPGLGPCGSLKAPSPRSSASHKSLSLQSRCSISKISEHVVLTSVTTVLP
# CHT allo act: allosteric activators of human choline transporter CHT | Q9GZV3 | hit rate 0.49% among 310,000 | CHT-expressing cells, membrane potential dye, choline EC20; stronger effect = higher value; LV-AA mutant CHT in HEK293 cells | B-score at 10 µM;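 active = initial fluorescence not abnormally high and integrated response B-score, plate-corrected, over 3 SD above library mean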
# Target sequence (Q9GZV3 whole entry, looked up): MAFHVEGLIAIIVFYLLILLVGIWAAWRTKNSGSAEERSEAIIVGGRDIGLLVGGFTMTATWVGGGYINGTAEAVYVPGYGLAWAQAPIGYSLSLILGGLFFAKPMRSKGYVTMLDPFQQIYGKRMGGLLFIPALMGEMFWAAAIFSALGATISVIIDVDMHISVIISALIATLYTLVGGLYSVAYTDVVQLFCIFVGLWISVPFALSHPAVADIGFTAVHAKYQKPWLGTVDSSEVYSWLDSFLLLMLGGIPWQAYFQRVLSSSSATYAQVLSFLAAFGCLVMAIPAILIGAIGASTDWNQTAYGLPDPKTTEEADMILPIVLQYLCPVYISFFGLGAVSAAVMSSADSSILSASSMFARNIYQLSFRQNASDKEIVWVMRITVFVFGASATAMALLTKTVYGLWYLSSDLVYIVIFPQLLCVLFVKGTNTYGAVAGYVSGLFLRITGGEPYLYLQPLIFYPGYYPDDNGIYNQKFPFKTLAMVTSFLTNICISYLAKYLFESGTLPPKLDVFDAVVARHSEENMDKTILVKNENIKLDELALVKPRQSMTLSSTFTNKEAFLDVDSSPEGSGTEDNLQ
# * = called active by the depositor; i = inactive; / = no result given. Compounds as they come; 0.8% or so of the library scored in one or more.
1: CC(NC(=O)/C(C#N)=C/c1cn(-c2ccccc2)nc1-c1ccc(F)cc1)c1ccccc1 (configuration not stated)
2: Cc1ccc(C)c(OCCSc2nnc(-c3cccnc3)n2N)c1
3: CC(C)(C)[C@@H]1COC(=O)[C@H](Cc2ccc(F)cc2)CC/C=C\C[C@H](CC(=O)N(CCO)Cc2ccccc2)C(=O)N1
4: CCc1ccc(N2C(=O)CN(Cc3cccs3)C2=S)cc1
5: C=CCOC(=O)C1=C(C)Nc2nnnn2C1c1cccs1 (configuration not stated)
6: COc1cccc(C(=O)NCCS(=O)(=O)N2CCN(C(=O)c3ccco3)CC2)c1
7: CC1(C)c2[nH]c3ccccc3c2C[C@H]2C(=O)N(N)CC(=O)N21
8: CN(C(=O)c1ccc(NC(=O)Cc2ccc([N+](=O)[O-])cc2)cc1)C1CCCC1
9: CCN(CC)S(=O)(=O)c1cc(C(=O)OCC(=O)Nc2cccc(S(=O)(=O)N(C)C)c2)ccc1F
10: O=C(Nc1ccc(Br)cn1)c1ccc(COc2c(F)c(F)cc(F)c2F)o1
Screen / compound no.	1	2	3	4	5	6	7	8	9	10
OX1R antagonist	-16.0	-23.3	11.3	-8.8	-18.0	-7.1	-12.1	3.3	-12.6	-36.7
CHT allo act	i	i	/	i	i	i	i	/	14.6*	/

11: CC(C)N1CCN(Cc2ccc(-c3ccccc3Cl)o2)CC1CCO (configuration not stated)
12: CCOc1ccccc1NC(=O)CCn1ccnc1
13: Cc1ccc(NC(=O)Nc2nnc(-c3ccncc3)s2)cc1
14: CC(C)c1ccc(S(=O)(=O)N2CCN(C(=O)c3ccncc3)CC2)cc1
15: Cc1ccc(N2CC(C(=O)OCC(=O)Nc3ccccc3C)CC2=O)cc1 (configuration not stated)
16: N/C(CN1CCCC1=O)=N\O
17: O=C(O)Cc1ccc(NC(=O)c2cccs2)cc1
18: O=C(c1ccco1)N1CCN(C(=O)C2CC(=O)N(c3ccccc3)C2)CC1 (configuration not stated)
19: COc1ccc(C2c3[nH]c4ccccc4c3CCN2Cc2cccn2-c2ncccn2)cc1C (configuration not stated)
20: CCN(C[C@H]1N[C@@](C)(C(=O)OC)[C@H]2C(=O)N(C)C(=O)[C@@H]12)C(C)=O
Screen / compound no.	11	12	13	14	15	16	17	18	19	20
OX1R antagonist	-22.6	-13.7	1.0	-2.1	-8.9	0.6	-7.1	0.3	-21.8	-15.9
CHT allo act	i	i	i	/	/	i	i	i	i	/

21: CN(C)S(=O)(=O)c1ccc(Cl)c(C(=O)OCC(=O)NNC(=O)c2cccs2)c1
22: CCC(C)c1ccc(NC(=S)Nc2ccc(OC)cc2)cc1 (configuration not stated)
23: COCCn1c(SCC(=O)Nc2cc(C)on2)nnc1-c1c[nH]c2ccccc12
24: CSc1ccc(C2NN=C(c3ccccc3)S2)cc1 (configuration not stated)
25: Cc1cc(Cl)ccc1Oc1ncnc2oc(-c3ccccc3)cc12
26: Cc1cc(C)nc(N2CCC(C(=O)NCCc3ccc(Cl)cc3)CC2)n1
27: O=C(COC(=O)Cc1ccc(Cl)cc1Cl)NC1CC1
28: COc1cc(CCC(=O)NNC(=O)c2cccc(Cl)c2)cc(OC)c1OC
29: CCc1ccc(N2C(=O)CC(NNc3nc4ccccc4s3)C2=O)cc1 (configuration not stated)
30: O=C(Cn1ccnc1)c1ccc(O)c(O)c1
Screen / compound no.	21	22	23	24	25	26	27	28	29	30
OX1R antagonist	-0.6	1.3	1.3	-39.4	-28.4	-30.7	-0.4	-15.7	-16.9	-5.3
CHT allo act	/	i	i	i	i	i	/	i	i	/

31: CC(NC(=O)CS(=O)(=O)c1ccccc1)c1ccccc1 (configuration not stated)
32: O=C(COc1ccc(Br)cc1)Nc1ccc2oc(=O)ccc2c1
33: CCn1c(=O)cc(SCC(=O)NCc2ccco2)c2ccccc21
34: CCOC(=O)c1c(C)oc2ccc(OCC(=O)C(C)(C)C)cc12
35: CCOC(=O)C1C(=O)NC(c2ccccc2)=NC1c1cccc(Br)c1 (configuration not stated)
36: CCOC(=O)c1sc(NS(=O)(=O)c2cc(C)ccc2C)nc1C
37: COc1ccc(-c2noc(=O)n2Cc2ccccc2Cl)cc1
38: CCC(C)c1ccc(S(=O)(=O)N2CCN(C(=O)COc3ccc4c(C)cc(=O)oc4c3)CC2)cc1 (configuration not stated)
39: Cn1c(N)c(S(=O)(=O)N2CCN(c3ccccc3)CC2)c(=O)n(C)c1=O
40: O=C(O)CNC(=S)N(Cc1ccccc1)Cc1ccccc1F
Screen / compound no.	31	32	33	34	35	36	37	38	39	40
OX1R antagonist	-13.6	/	-14.1	-25.4	-26.6	-6.4	-27.1	-40.2	-4.0	-10.2
CHT allo act	i	i	i	i	i	i	i	i	i	i

41: COc1ccccc1C1CC(c2ccc(F)cc2)Nc2ncnn21 (configuration not stated)
42: O=C(Nc1nccs1)c1cc(-c2ccccc2)nn1-c1ccccc1
43: COc1cccc(CNC(=S)Nc2cc(OC)ccc2OC)c1
44: CCOC(=O)CN(C(=O)CSc1nnc2c(n1)[nH]c1ccccc12)c1ccccc1
45: CC1=CC(c2ccc(Cl)cc2)n2nc(N3C(=O)CCC3=O)nc2N1 (configuration not stated)
46: COc1cc(C(=O)Nc2ccn(C)n2)ccc1OC(F)F
47: O=C(NNC(=O)c1ccccc1F)c1cccs1
48: Cc1cc(C(=O)COC(=O)COc2ccc(C#N)cc2)c(C)n1C1CC1
49: COc1ccc([C@@H]2CC(=O)c3c(O)cc(O)cc3O2)cc1O
50: CCOC(=O)N1CCN(Cc2nc3cc(NC(C)=O)ccc3n2C)CC1
Screen / compound no.	41	42	43	44	45	46	47	48	49	50
OX1R antagonist	-12.9	-9.4	-16.2	-17.7	-4.2	-5.3	9.4	-0.1	9.7	-4.9
CHT allo act	i	i	i	i	i	/	i	i	i	i

# 2 of these compounds, set out differently.
49) COc1ccc([C@@H]2CC(=O)c3c(O)cc(O)cc3O2)cc1O
  OX1R antagonist: 9.7
  CHT allo act: i
50) CCOC(=O)N1CCN(Cc2nc3cc(NC(C)=O)ccc3n2C)CC1
  OX1R antagonist: -4.9
  CHT allo act: i

# Some of the entries so far, with two lines to a compound.
# Each structure is followed by: OX1R antagonist	CHT allo act
2: Cc1ccc(C)c(OCCSc2nnc(-c3cccnc3)n2N)c1
    -23.3	i
3: CC(C)(C)[C@@H]1COC(=O)[C@H](Cc2ccc(F)cc2)CC/C=C\C[C@H](CC(=O)N(CCO)Cc2ccccc2)C(=O)N1
    11.3	/
4: CCc1ccc(N2C(=O)CN(Cc3cccs3)C2=S)cc1
    -8.8	i
5: C=CCOC(=O)C1=C(C)Nc2nnnn2C1c1cccs1 (configuration not stated)
    -18.0	i

# Next records
no. | smiles | OX1R antagonist | CHT allo act
51 | O=c1nc2n(c3ccc([N+](=O)[O-])cc13)CCCCC2 | 0.1 | i
52 | CC1Cc2ccccc2N1C(=O)CSc1ccccc1 (configuration not stated) | -13.5 | i
53 | CCOC(=O)N1CCN(C(=O)c2ccc3c(c2)ncn3C2CCCC2)CC1 | -7.8 | i
54 | Cc1nc(NCCCn2ccnc2)c2oc3ccccc3c2n1 | -24.8 | i
55 | O=C(CSc1cccc2cccc(Cl)c12)NC1=NCCS1 | 1.7 | i
56 | CCc1nnc(NC(=O)CN2CCC(O)(c3ccccc3OC)CC2)s1 | -4.6 | i
57 | Cc1ccc([C@@H]2[C@@H]3C(=O)N(C)C(=O)[C@@H]3[C@]3(Cc4ccccc4)C(=O)N(CCO)CC(=O)N23)o1 | -14.6 | i
58 | Cc1ccsc1/C=N/NC(=O)c1nnn(-c2nonc2N)c1C | -16.8 | i
59 | COc1ccc(CCNC(=O)CN2C(=O)c3cccc4cccc(c34)C2=O)cc1OC | -17.9 | i
60 | O=S(=O)(Cc1ccc(Cl)cc1)N1CCCC1 | -4.0 | i

no. | smiles | OX1R antagonist | CHT allo act
61 | CN(C)CCCN(C(=O)CCc1ccccc1)c1nc2ccc(Cl)cc2s1 | 1.7 | i
62 | O=C(COc1ccc(Cl)cc1)OCC(=O)N1CCCc2ccccc21 | -17.6 | i
63 | CC(C)Cn1c(SCC(=O)Nc2cc(Cl)c(Cl)cc2Cl)nc(O)cc1=O | 7.7 | i
64 | COc1ccccc1C1=CC(=O)C[C@H](c2ccc3c(c2)OCO3)C1 | 4.4 | /
65 | COc1cc(C(=O)NNC(=O)c2ccco2)cc(OC)c1OC | -17.0 | i
66 | CCOC(=O)c1ccc[n+](CC(=O)c2ccc(OC)cc2)c1 | -15.7 | i
67 | CCC(=O)Nc1ccc(N2CCN(Cc3ccccc3F)CC2)cc1 | -8.0 | i
68 | Cc1cc(OCc2cc(C(=O)N(C)CCc3cnn(C)c3)no2)cc(C)c1Cl | -9.9 | i
69 | Cc1ccc(OCC(=O)N2CCN(c3nnc(-c4ccc(C)cc4)c4ccccc34)CC2)cc1 | -11.4 | i
70 | OCC1(CCc2ccccc2)CCCN(CCCC(F)(F)F)C1 (configuration not stated) | / | i

no. | smiles | OX1R antagonist | CHT allo act
71 | Cc1ccccc1NC(=O)c1cccc(N2C(=O)C3C4CC(C(Br)C4Br)C3C2=O)c1 (configuration not stated) | / | i
72 | COc1ccc(NC(=O)CC2SC(=O)NC2=O)cc1 (configuration not stated) | -12.8 | i
73 | CSc1ccccc1NC(=O)CN(c1ccccc1Br)S(C)(=O)=O | -19.3 | i
74 | CCOC(=O)CN1C(=O)/C(=C/c2ccccc2Br)Oc2ccccc21 | -0.8 | i
75 | O=C(/C=C/c1ccco1)NCC1COc2ccccc2O1 (configuration not stated) | 1.7 | i
76 | O=C(COc1ccc(Cl)cc1)NCc1nnc(SCC(=O)Nc2ccccc2F)o1 | -17.2 | i
77 | C=CCN(c1ccc(Br)cc1C(=O)OC)S(C)(=O)=O | -17.5 | /
78 | Cc1ccc(/C=C2/SC(=S)N(C3CCCCC3)C2=O)o1 | -8.0 | i
79 | COc1cc(C(=O)Nc2ccccc2C2COC(=O)C2=N)cc(OC)c1OC (configuration not stated) | -20.2 | i
80 | CC(=O)NC(Cc1c[nH]c2ccccc12)C(=O)NCc1ccco1 (configuration not stated) | -6.0 | i

no. | smiles | OX1R antagonist | CHT allo act
81 | O=c1c(Cc2ccc(F)cc2)c(O)ccn1Cc1ccc(Cl)cc1Cl | -16.9 | i
82 | O=C(c1cccc([N+](=O)[O-])c1)N1CCN(c2ccc(Cl)cc2)CC1 | -37.7 | i
83 | Cc1ccc(S(=O)(=O)N2CCN(C(=O)C3COc4ccccc4O3)CC2)cc1C (configuration not stated) | -21.5 | i
84 | Cc1c(N=NC2=C(O)CC(C)(C)CC2=O)cc2c(c1[N+](=O)[O-])C(C)(C)CC2(C)C | -14.9 | i
85 | Cn1cccc1C1C=C(c2ccc(C(C)(C)C)cc2)Nc2ncnn21 (configuration not stated) | -33.5 | i
86 | COc1ccccc1-n1cc(C(=O)NCC(=O)N2CCN(c3ccccc3)CC2)c2ccccc2c1=O | -23.1 | i
87 | CCOC(=O)C1CCCN(C(=O)c2ccc(C)cc2O)C1 (configuration not stated) | -4.0 | i
88 | O=C(O)c1ccc2c(c1)C(=O)N(c1ccc(/C=C/C(=O)c3ccccc3)cc1)C2=O | -3.7 | i
89 | COc1ccc(-c2nnc3ccc(SCC(=O)Nc4cc(C)on4)nn23)cc1OC | 4.6 | i
90 | CCc1ccc(NC(=O)CCn2c(=O)c3cccn3c3ccccc32)cc1 | -51.6 | i

# 6 entries drawn at random from the list so far, as already listed:
no. | smiles | OX1R antagonist | CHT allo act
86 | COc1ccccc1-n1cc(C(=O)NCC(=O)N2CCN(c3ccccc3)CC2)c2ccccc2c1=O | -23.1 | i
90 | CCc1ccc(NC(=O)CCn2c(=O)c3cccn3c3ccccc32)cc1 | -51.6 | i
85 | Cn1cccc1C1C=C(c2ccc(C(C)(C)C)cc2)Nc2ncnn21 (configuration not stated) | -33.5 | i
82 | O=C(c1cccc([N+](=O)[O-])c1)N1CCN(c2ccc(Cl)cc2)CC1 | -37.7 | i
84 | Cc1c(N=NC2=C(O)CC(C)(C)CC2=O)cc2c(c1[N+](=O)[O-])C(C)(C)CC2(C)C | -14.9 | i
88 | O=C(O)c1ccc2c(c1)C(=O)N(c1ccc(/C=C/C(=O)c3ccccc3)cc1)C2=O | -3.7 | i

# (more compounds)
no. | smiles | OX1R antagonist | CHT allo act
91 | Cc1sc2c(=O)n3c(nc2c1C(=O)NC1CCCCC1)CCCCC3 | -35.2 | i
92 | c1nc2sc3c(c2c2nnnn12)CCCC3 | -16.1 | i
93 | NC(=O)N/N=C/c1cn(-c2ccccc2)nc1-c1cccs1 | -12.3 | i
94 | CCN1CCN(CCCNC(=O)c2ccc(NC(=O)C3=CSCCO3)cc2)CC1 | 9.0 | i
95 | CCN(CC)S(=O)(=O)c1cc(NC(=O)COC(=O)c2sc3ccccc3c2Cl)ccc1C | 1.5 | i
96 | Cc1nc2sc(C(c3ccccc3)N3CCN(c4ccccc4F)CC3)c(O)n2n1 (configuration not stated) | -10.2 | i
97 | Cn1nnnc1SCC(=O)Nc1ccc2c(c1)OCO2 | -17.0 | i
98 | CN(C(=O)c1ccco1)c1nc(CC(=O)Nc2ccccc2)cs1 | -20.5 | i
99 | O=C(NCc1ccc(Cl)cc1)C(=O)NCC1OCCN1S(=O)(=O)c1ccc2c(c1)OCCO2 (configuration not stated) | -26.8 | i
100 | Cn1c(CSc2ncn[nH]2)nc2ccccc21 | 7.3 | i
101 | C=CCOc1cc(C)nc(-c2ccccc2O)n1 | -26.7 | i
102 | CC(C)(C)n1nnnc1C(c1cc2cc3c(cc2[nH]c1=O)OCO3)N1CCN(c2ccccc2)CC1 (configuration not stated) | -9.2 | i

# Copied from the list.
# Under OX1R antagonist, cpd 74 has the entry -0.8
# Under OX1R antagonist, cpd 82 has the entry -37.7
# Under OX1R antagonist, cpd 68 has the entry -9.9
# Under OX1R antagonist, cpd 22 has the entry 1.3
# Under OX1R antagonist, cpd 64 has the entry 4.4
# Under OX1R antagonist, cpd 41 has the entry -12.9
# Under OX1R antagonist, cpd 10 has the entry -36.7
